aDG glyco act: alpha-DG glycosylation activation; Pro5-aDG cells, alpha-DG glycosylation AlphaScreen (IIH6); 0% Pro5, 100% B10-LARGE cell signal; AID 624168; hit rate 0.22% among 360,000; activation, % at 10 µM;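 active = activation of at least 8% versus controls, or a plate z-score of at least 8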;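 note: Pro5 are CHO cells carrying HIG-tagged alpha-DG that lacks glycosylation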
iPSC survival up: increases survival of single human iPS cells. hiPSC single-cell survival, ATPlite luminescence; 100% = ROCK inhibitor wells, 0% = DMSO. survival enhancement, % at 20 µM. hit rate 0.044% among 360,000; in the data active = survival enhancement above about 18%;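 note: cells exposed to compounds for 16 hours before the ATP read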
Exocytosis inh: blocks lytic granule exocytosis. inhibition, % at 10 µM. AID 651702. TALL-104 LAMP-1 surface exposure, flow cytometry; cells stimulated with thapsigargin and PMA. hit rate 0.66% among 360,000;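 active = inhibition above about 55%, limit read from the data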
m5-HT2A agonist: agonists of mouse serotonin 5-HT2A receptor (HTR2A); CHO-K1 mHTR2A beta-arrestin complementation, luminescence; percent of 30 µM serotonin response; hit rate 0.66% among 360,000; activation, % at 7.6 µM; AID 624169; P35363;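 active = activation above a run cutoff, the mean activation of all tested compounds plus 3 SD, cut at about 14% in these data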;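 note: 0% = plate median of compound wells and 100% = 30 µM serotonin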
MC4R antagonist: human MC4R antagonism in cAMP assay; P32245; MC4R-expressing cells, MTII-stimulated cAMP, LANCE TR-FRET; inhibition, % at 6.5 µM; hit rate 0.48% among 360,000; AID 540295;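 active = inhibition above its plate's cutoff, the mean of tested wells on that plate plus 3 SD, cut at about 29% in these data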;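 note: 0% = Melanotan II alone and 100% = Melanotan II plus saturating MCL0020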
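Material: human MC4R-expressing U2OS cells. Probe or stimulus: Melanotan II challenge. Dosing: 6.5 µM single dose. Times: 30-min compound, 1-h challenge, 1-h detection, room temperature. Technique: TR-FRET with Eu-cAMP and labeled anti-cAMP, 671 nm. Replication: singlicate.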
Cardio protect: modulators protecting cardiomyocytes from myocardial damage; H9c2 cardiomyocytes, H2O2 injury protection, ATPLite, 2 h; protection from H2O2 cell death, % at 20 µM; hit rate 0.63% among 360,000;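 active = compounds giving at least 50% protection of heart cells from peroxide-induced death in the single-dose screen, raw or plate-pattern-corrected value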;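 note: 0% = DMSO wells with peroxide and 100% = DMSO wells without peroxide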
N-glyco inh: blocks N-linked glycosylation in D54 reporter cells; D54 ERlucT glycosylation luciferase reporter, 24 h; percent of 100 nM tunicamycin response; reporter increase, % at 12.5 µM; hit rate 0.23% among 360,000; AID 588692;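 active = mean luciferase reporter signal, scaled so untreated is 0 and the glycosylation-blocking control 100, at or above a set limit in every replicate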;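 note: luciferase carries N-glycosylation sites so blocking glycosylation raises the light; 0% = median of neutral control wells and 100% = median of 100 nM tunicamycin wells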
ABHD5 PLIN5 PPI: blocks binding of human ABHD5 to perilipin-5. Q00G26+Q8WTS1. Split G. princeps luciferase complementation, luminescence, 4 h. inhibition, % at 4 µM. hit rate 0.78% among 360,000. AID 602281;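 active = inhibition above the mean inhibition across every tested compound plus 3 SD, cut at about 22% in these data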;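 note: 0% = DMSO only wells and the 100% control is not disclosed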
Target sequence (Q00G26 whole entry, looked up): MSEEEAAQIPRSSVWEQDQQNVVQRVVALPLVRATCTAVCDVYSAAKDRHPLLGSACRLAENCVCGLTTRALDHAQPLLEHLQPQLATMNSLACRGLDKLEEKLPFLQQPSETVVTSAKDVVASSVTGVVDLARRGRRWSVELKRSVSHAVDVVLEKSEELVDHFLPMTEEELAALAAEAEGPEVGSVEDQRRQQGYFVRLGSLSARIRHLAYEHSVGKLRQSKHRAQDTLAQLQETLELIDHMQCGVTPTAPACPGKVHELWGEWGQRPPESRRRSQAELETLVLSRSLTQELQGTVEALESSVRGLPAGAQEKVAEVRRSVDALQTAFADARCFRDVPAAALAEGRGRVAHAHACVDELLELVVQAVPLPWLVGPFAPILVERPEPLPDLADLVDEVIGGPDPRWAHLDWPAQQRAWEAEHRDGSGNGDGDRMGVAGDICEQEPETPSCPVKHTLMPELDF
Target sequence (Q8WTS1 whole entry, looked up): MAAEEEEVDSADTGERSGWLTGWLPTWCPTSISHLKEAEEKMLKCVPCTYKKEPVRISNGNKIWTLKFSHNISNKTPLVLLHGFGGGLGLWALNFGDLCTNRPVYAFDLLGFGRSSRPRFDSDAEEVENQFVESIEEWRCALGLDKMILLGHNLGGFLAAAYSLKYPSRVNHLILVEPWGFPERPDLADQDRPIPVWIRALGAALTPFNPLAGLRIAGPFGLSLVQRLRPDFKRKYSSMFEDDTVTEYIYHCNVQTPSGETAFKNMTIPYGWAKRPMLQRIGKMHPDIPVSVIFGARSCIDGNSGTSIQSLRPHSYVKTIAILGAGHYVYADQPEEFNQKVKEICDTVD
MC4R ag barr: activates human MC4R beta-arrestin recruitment; activation, % at 8.9 µM; hit rate 0.98% among 360,000; U2OS MC4R beta-arrestin complementation, luminescence; percent of melanotan II response, DMSO zero; P32245; AID 540308;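 active = activation above a per-plate cutoff, the mean activation of sample wells on that plate plus 3 SD, cut at about 8% in these data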
ABCB6 inh 2: blocks the human ABCB6 transporter. K562-ABCB6 porphyrin accumulation, flow cytometry, 1 h; hits give low values. AID 602162. Q9NP58. fluorescence ratio to DMSO, % at 10 µM. hit rate 0.19% among 360,000;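 active = fluorescence ratio to DMSO below 75%, the collection mean minus 3 SD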;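 note: signal is porphyrin accumulated inside mitochondria; 100% equals median channel fluorescence of DMSO control wells; lower ratio means ABCB6 inhibition with less porphyrin fluorescence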
The depositor's hits bear a star; . = not tested or not shown.

SMILES	aDG glyco act	iPSC survival up	Exocytosis inh	m5-HT2A agonist	MC4R antagonist	Cardio protect	N-glyco inh	ABHD5 PLIN5 PPI	MC4R ag barr	ABCB6 inh 2
COc1cc2c(C)nc3c(c(C)nn3-c3ccccc3)c2cc1OC	0.2	4.6	0	4	14	-1	5	1	-1.2	96
Cc1ccc([C@H]2C(C(=O)O)=CC[C@@H](c3cccs3)N2S(=O)(=O)c2ccc(C)cc2)cc1	-0.4	2.5	-2	-1	-4	11	2	-9	-0.3	103
CC(=O)Nc1cc(C)c2nc(NC(C)=O)sc2c1	0.0	1.4	4	4	5	-4	3	1	-1.9	99
O=C(N/N=C/c1cccnc1)c1ccc2c(c1)OCCO2	-0.1	-5.9	6	3	11	-23	-5	-4	-2.5	93
COC(=O)C(Cc1c[nH]c2ccccc12)NC(=O)c1ccccc1Br (stereo not drawn)	-0.2	0.4	30	8	18	11	1	0	-1.4	94
Cc1cc(C)nc(OC(C(=O)O)C(OCCC(C)C)(c2ccccc2)c2ccccc2)n1 (stereo not drawn)	-0.2	-0.6	4	0	1	8	-2	-14	-1.0	104
N#Cc1cc(S(=O)(=O)c2ccc(Cl)cc2)c(N)[nH]c1=O	-0.2	-0.2	0	2	10	4	0	6	3.4	98
Cc1onc(-c2c(Cl)cccc2Cl)c1C(=O)N1C=CC(C(F)(F)F)=NCC1	0.0	-2.1	-1	-6	14	-1	2	4	-0.4	97
O=C(Nc1ccc(Cl)cc1)c1cc2nc(-c3ccco3)cc(C(F)(F)F)n2n1	0.2	5.0	1	6	-5	-20	0	4	8.0	105
Cc1ccc(C(=O)CCC(=O)NCc2ccccc2)cc1	0.2	-0.4	-1	2	1	0	0	4	-2.6	98
Nc1nc(SCC(=O)NCC2CCCO2)[nH]c(=O)c1NC(=O)c1ccco1 (stereo not drawn)	0.1	2.5	-2	6	6	10	-1	-4	-0.4	96
CCN(CC(=O)Nc1ccccc1C(F)(F)F)C(=O)CCc1nc2ccccc2c(=O)[nH]1	-0.2	0.6	1	0	1	46	0	1	-0.4	103
Cn1c(CNc2nc3ccccc3n2CCN2CCCCC2)nc2ccccc21	2.8	-2.7	1	1	0	17	1	5	-0.1	90
Cc1nn(CCCC(=O)NC2CCC(C)CC2)c(=O)c2nn(-c3ccccc3)c(C)c12 (stereo not drawn)	0.5	-0.6	-2	-1	2	3	2	-9	-1.4	98
COc1cc(F)ccc1-c1csc(C(O)c2ccccc2)n1 (stereo not drawn)	-0.1	0.5	-1	1	10	-12	2	-1	3.7	99
Cc1ccc(N(CC(=O)Nc2ccccc2-c2ccccc2)S(=O)(=O)c2ccccc2)cc1	0.2	5.4	1	1	7	-13	-7	0	0.6	94
CCOC(=O)C(Sc1cc(C)nc(N)n1)C(C)=O (stereo not drawn)	0.1	-0.6	-1	0	4	-7	0	-6	1.6	100
CCOc1ccc(NC(=O)CN(C)C(=O)CSC(C)C(=O)Nc2cc(C)on2)cc1OCC (stereo not drawn)	-0.3	-0.2	2	-3	15	2	2	3	0.1	99
Nc1ncn(C23CC4CC(CC(C4)C2)C3)n1	-0.3	1.1	0	0	4	7	2	-3	-1.2	97
Cc1ccc(C)c(Cn2c(C(=O)OC(C)C)cc3c2ccn3C)c1	-0.1	-0.9	-2	1	1	-16	-2	-16	-0.7	96
Cc1nn(C)cc1C(C(=O)NC1CCCCC1)N(C(=O)Cc1cccs1)c1ccc(C(C)C)cc1 (stereo not drawn)	0.3	4.5	3	-3	14	12	-3	3	-1.6	99
CCOC(=O)c1c(NC(=O)C2C3C=CC(CC3)C2C(=O)O)sc(C)c1C (stereo not drawn)	0.3	5.8	3	1	3	6	1	-10	-1.7	96
CC(=O)CCS(=O)(=O)c1ccc(Oc2ccc(S(=O)(=O)CCC(C)=O)cc2)cc1	0.0	-5.0	7	-2	-3	-36	-3	6	2.6	96
COc1cc(C(=O)NCc2cc3ccccc3n2C)cc(OC)c1OC	0.3	-0.5	-2	0	5	-3	8	-4	0.5	98
O=C(NCc1ccccc1)C(c1ccccc1)n1c(-c2ccccn2)nc2ccccc21 (stereo not drawn)	-0.1	.	-1	-6	.	.	.	1	.	.

7 compounds already listed, arranged by heavy-atom count, high to low:
SMILES	aDG glyco act	iPSC survival up	Exocytosis inh	m5-HT2A agonist	MC4R antagonist	Cardio protect	N-glyco inh	ABHD5 PLIN5 PPI	MC4R ag barr	ABCB6 inh 2
Cc1nn(C)cc1C(C(=O)NC1CCCCC1)N(C(=O)Cc1cccs1)c1ccc(C(C)C)cc1 (stereo not drawn)	0.3	4.5	3	-3	14	12	-3	3	-1.6	99
Cc1cc(C)nc(OC(C(=O)O)C(OCCC(C)C)(c2ccccc2)c2ccccc2)n1 (stereo not drawn)	-0.2	-0.6	4	0	1	8	-2	-14	-1.0	104
Cc1onc(-c2c(Cl)cccc2Cl)c1C(=O)N1C=CC(C(F)(F)F)=NCC1	0.0	-2.1	-1	-6	14	-1	2	4	-0.4	97
COc1cc(C(=O)NCc2cc3ccccc3n2C)cc(OC)c1OC	0.3	-0.5	-2	0	5	-3	8	-4	0.5	98
COc1cc2c(C)nc3c(c(C)nn3-c3ccccc3)c2cc1OC	0.2	4.6	0	4	14	-1	5	1	-1.2	96
Cc1ccc(C(=O)CCC(=O)NCc2ccccc2)cc1	0.2	-0.4	-1	2	1	0	0	4	-2.6	98
Nc1ncn(C23CC4CC(CC(C4)C2)C3)n1	-0.3	1.1	0	0	4	7	2	-3	-1.2	97

(next part)
SMILES	aDG glyco act	iPSC survival up	Exocytosis inh	m5-HT2A agonist	MC4R antagonist	Cardio protect	N-glyco inh	ABHD5 PLIN5 PPI	MC4R ag barr	ABCB6 inh 2
CCOC(=O)[C@H]1[C@H]2COc3ccc(Cl)cc3[C@@H]2N2C(=O)[C@H](C)NC(=O)[C@@]12C	-0.1	0.8	-4	2	-2	7	1	13	1.6	93
CC(=O)Nc1sc2c(c1CN1CCN(c3ccccn3)CC1)CCCC2	0.2	4.5	2	2	8	6	-7	3	-0.8	97
C[C@H]1CN([C@@H](C)CO)C(=O)c2cc(Br)cnc2O[C@H]1CN(C)C(=O)C1CCC1	0.6	-2.3	6	2	6	7	0	-14	2.1	105
COc1cccc(/C=C2\SC(=S)N(CCC(=O)NNC(=O)c3ccccc3OC)C2=O)c1	-0.1	0.0	8	-2	9	0	-2	-1	-1.2	99
O=C(/C=C/c1ccco1)N1CCN(C/C=C/c2ccccc2)CC1	0.0	0.9	6	-6	-4	-2	3	4	0.4	96
Cc1cc([N+](=O)[O-])nn1CC(=O)N(C)C1CCCCC1	0.0	0.0	15	-4	5	-1	2	-7	0.1	98
COc1ccc(NC(=O)C2CCCN2S(=O)(=O)c2cccc3nsnc23)c(OC)c1 (stereo not drawn)	0.6	0.1	-7	-1	3	-6	1	3	0.1	98
CCOC(=O)C1=C(N)OC2=C(C(=O)CC(C)(C)C2)C1c1cccs1 (stereo not drawn)	0.0	-2.3	-2	-5	14	-1	3	2	0.2	105
Nc1cc(=O)[nH]c(SCC(=O)Nc2nnc(-c3ccccc3)s2)n1	0.2	-1.1	-2	1	0	2	2	-2	1.2	96
CCOc1ccc(CCNC(=O)COC(=O)c2ccc(F)c(S(=O)(=O)N3CCOCC3)c2)cc1OCC	0.0	-0.6	1	5	1	2	0	-4	-3.9	97
Cc1ccccc1-n1c(=O)c2ccccc2n(CC(=O)NCc2ccco2)c1=O	0.1	0.1	1	2	28	-3	1	2	0.9	100
Cn1c(NC(=O)c2cccc(C(F)(F)F)c2)cc(=O)n(C)c1=O	0.0	2.2	-2	5	10	12	-4	2	0.1	98
NC(=O)c1cc([N+](=O)[O-])ccc1NCc1ccccn1	0.2	-2.2	6	-3	2	3	5	-2	-0.2	96
COc1ccccc1C(=O)NCCC(=O)Nc1ccc(S(=O)(=O)N2CCC(C)CC2)cc1	-0.3	0.8	-2	0	7	-13	1	-1	0.6	94
CCOc1ccc(S(=O)(=O)N2CCOCC2)cc1NC(=O)CN1C(=O)NC2(CCCCC2)C1=O	-0.2	0.4	14	5	5	-1	-2	14	0.0	93
O=C(CSCc1ccc(F)cc1)Nc1ccccc1C(=O)N1CCOCC1	-0.2	-1.8	0	0	6	-2	3	3	-0.4	100
C=CCn1c(C)c(C(C)=O)c(N2CCN(c3ccccc3)CC2)nc1=S	-0.4	-1.9	0	-4	-1	-26	0	4	-2.1	204
CCCCN(CC(=O)NCCOC)C(=O)Cn1nnc2ccccc21	0.8	4.9	-1	4	-2	4	1	2	-1.1	104
CCOC(=O)C1CN(S(=O)(=O)c2cccc(C(F)(F)F)c2)c2cc(CC(=O)OC)ccc2O1 (stereo not drawn)	0.2	1.4	-1	-2	12	-3	2	4	-1.0	89
CC(Oc1ccccc1F)C(=O)NCCN1CCCCC1 (stereo not drawn)	-0.2	-1.0	5	13	3	0	0	10	4.5	92
O=C1[C@@H]2C(c3cccnc3)=NO[C@@H]2C(=O)N1c1ccc2ccccc2c1	0.3	0.3	-9	3	20	3	0	-4	-1.8	100
CCN1CCN(C(=O)CCc2nnc3ccc(N4CCN(c5cccc(OC)c5)CC4)nn23)CC1	-0.2	0.3	0	1	0	14	-2	2	-2.2	96
CCC(C)c1ccccc1N1CC(C(=O)Nc2cc(S(=O)(=O)N3CCOCC3)ccc2OC)CC1=O (stereo not drawn)	1.6	-0.5	2	1	9	5	0	-4	0.2	91
CC(=O)c1ccc(NC(=O)CSc2nnc(Cn3c(=O)sc4ccccc43)n2C)cc1	-0.1	-3.7	-2	-3	8	3	0	-6	-2.4	100
CN1C(=O)Cn2c1nc1ccccc12	-0.4	13	-4	6	-1	4	0	3	-0.3	93
SMILES	aDG glyco act	iPSC survival up	Exocytosis inh	m5-HT2A agonist	MC4R antagonist	Cardio protect	N-glyco inh	ABHD5 PLIN5 PPI	MC4R ag barr	ABCB6 inh 2
CCn1cc(C(=O)O)c(=O)c2ccc(C)nc21	-0.1	-2.8	-2	1	3	3	0	-1	0.4	95
Cc1n[nH]c(C)c1CCCCOc1ccccc1[N+](=O)[O-]	1.3	0.2	-17	-2	12	-17	-1	4	0.8	100
COc1ccc(NC(=O)CSc2nnc(NC(=O)CN3CCOCC3)s2)cc1	-0.2	-2.2	-2	2	10	4	1	2	2.2	95
O=C(NCCCO)C(=O)Nc1cc2c3c(c1)CCN3C(=O)CC2	-0.1	-0.4	-6	-2	2	-1	3	-5	0.2	101
C=CCNC(=O)c1ccccc1Cl	0.0	0.4	2	-1	0	5	0	4	-2.7	96
COc1ccccc1C(=O)Nc1ccc(C)c(S(=O)(=O)N2CCCCC2)c1	0.1	0.6	-6	-4	6	-10	-3	7	-0.5	98
